K1F lysis inhibition: protection from phage-mediated lysis, alamar blue read-out – E. coli UTI89, K1F phage, bacterial capsule biogenesis inhibitors (AID 488966); E. coli UTI89 K1F phage lysis, alamar blue, 2 h; higher % means a stronger effect; inhibition, % at 100 µM, or IC50 in µM where a hit was titrated; 0.02% of 340,000 active;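 active means phage lysis inhibition, versus mean bacterial control, above a set limit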;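 further: capsule biogenesis inhibitors block K1F phage lysis so surviving cells raise fluorescence; higher fluorescence means more inhibition of phage lysis; actives were called in the ten point dose series up to 300 µM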
Hep lipid drop: hepatic lipid droplet formation modulation. AML12 mouse hepatocytes, oleate lipid droplets, BODIPY imaging. inhibition, % at 6.5 µM. 0.4% of 240,000 active;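 active means lipid droplet intensity inhibited by at least 50%, with more than 500 cells counted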
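Material – AML12 mouse liver cells · Also added – oleate loading, 100 µM · Compound dosing – 6.5 µM single-point dosing · Times – overnight treatment with compound plus oleate · Measured by – fluorescence imaging, 20x objective, two fields per well · Read-out – percent inhibition of filter-corrected integrated lipid droplet intensity per well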
SIAH1 antagonists: blockers of Siah-1 interaction with plectin peptide – biochemical, fluorescence polarization, rhodamine-plectin, uHTS, primary screen (AID 1817) | 0.02% of 290,000 active | one-dose displacement, % at 20 µM; IC50 in µM for titrated hits | Siah-1 / rhodamine-plectin peptide fluorescence polarization; higher % means a stronger effect;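 active means displacement of at least 50% at 20 µM, with a fluorescence ratio check between 0.3 and a set limit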;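 further: plate controls were Siah plus tracer with DMSO for no effect and tracer alone without Siah for full effect; strong numbers were not always called active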
Hep lipid drop cells 6.5 µM: second read-out of Hep lipid drop, no call of its own (marks repeat the call); cell count; measured here: cell count, cytotoxicity flag;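 cells counted across two imaged fields per well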
The depositor's hits bear a star; [ ] = another dose, or the depositor's remark.

SMILES | K1F lysis inhibition | Hep lipid drop | Hep lipid drop cells 6.5 µM | SIAH1 antagonists
Cc1nn(Cc2noc(C(=O)NCc3ccccn3)n2)c(C)c1Br | 0.4% | -7 | 667 | 10%
CCOCCCNC(=O)Cn1cnc2c(cnn2-c2ccc(C)c(C)c2)c1=O | 0.3% | -1 | 849 | 13%
O=C(COc1ccccc1)Nc1nnc(S(=O)(=O)N2CCCC2)s1 | -2.3% | -2 | 811 | -4%
COc1cc(C2CC(=O)c3cnc(NC(=O)c4ccco4)nc3C2)cc(OC)c1OC (stereo not given) | 0.2% | -18 | 712 | 0%
O=C(c1ccccc1)N1CCc2[nH]nc(-c3ccccc3)c2C1 | -0.1% | 1 | 675 | 5%
CC(=O)NC(c1ccc(Cl)cc1Cl)c1ccc2cccnc2c1O (stereo not given) | 0.8% | -48 | 551 | -6%
Cc1c(NC(=O)c2ccc(C(=O)Nc3c(C)n(C)n(-c4ccccc4)c3=O)cc2)c(=O)n(-c2ccccc2)n1C | -0.6% | -3 | 804 | 0%
CSc1nnc(NC(=O)c2ccc(S(=O)(=O)N3CCOCC3)cc2)s1 | -0.1% | -1 | 814 | 2%
CC(C)(C)c1cc(CCC(=O)NCCc2ccccn2)cc(C(C)(C)C)c1O | -0.1% | -17 | 723 | -1%
COc1ccc(NC(=O)CN2CCN(CC(=O)Nc3ccc(OC)cc3)CC2)cc1 | -0.3% | 2 | 796 | -2%

Reformatted: 2 of the compounds above.
The line under a structure holds: K1F lysis inhibition | Hep lipid drop | Hep lipid drop cells 6.5 µM | SIAH1 antagonists
Cc1c(NC(=O)c2ccc(C(=O)Nc3c(C)n(C)n(-c4ccccc4)c3=O)cc2)c(=O)n(-c2ccccc2)n1C
→ -0.6% | -3 | 804 | 0%
CSc1nnc(NC(=O)c2ccc(S(=O)(=O)N3CCOCC3)cc2)s1
→ -0.1% | -1 | 814 | 2%

New compounds follow
SMILES | K1F lysis inhibition | Hep lipid drop | Hep lipid drop cells 6.5 µM | SIAH1 antagonists
O=C(CCc1nnc2n(Cc3ccc(Cl)cc3)c(=O)c3ccccc3n12)NCCCN1CCOCC1 | 0.3% | -1 | 735 | -1%
CC(=O)Oc1ccc(C(=O)N2c3ccccc3NC(=O)C2C)cc1 (stereo not given) | 0.1% | -10 | 798 | 2%
O=C(COc1ccc(C(=S)N2CCOCC2)cc1)N1CCOCC1 | 0.1% | -2 | 854 | -4%
CC1CCN(S(=O)(=O)c2ccc3c(c2)N(CC(=O)NCCCN2CCCCC2C)C(=O)CS3)CC1 (stereo not given) | 1.3% | -17 | 672 | 0%
CCOC(=O)C1CCN(C(=O)C2CCN(S(=O)(=O)c3cccc4nsnc34)CC2)CC1 | 0.1% | 12 | 694 | 0%
Cc1cc(NC(=O)Nc2cccc(Cl)c2)n(-c2ccccn2)n1 | 0.1% | 9 | 818 | -5%
O=C(C1CCN(Cc2ccc(Cl)cc2)CC1)N1CCN(Cc2ccc3c(c2)OCO3)CC1 | -0.2% | -9 | 829 | 2%
CC(C)(C)NC(=O)c1ccc2c(c1)C(=O)N(Cc1ccco1)C2=O | 0.3% | -3 | 778 | 10%
O=C(O)CCC(=O)Nc1sc2c(c1C(=O)NC1CCCC1)CCCC2 | -0.2% | 2 | 796 | 2%
COc1ccc(N(CC(=O)Nc2ccc(F)c(F)c2)S(=O)(=O)c2c(C)[nH]c(=O)[nH]c2=O)cc1 | 0.1% | 8 | 690 | 3%
CN(CCc1ccccc1)C1CCCN(S(=O)(=O)c2cccc(F)c2)C1 (stereo not given) | 0.0% | -11 | 763 | 14%
COc1ccc(CNC(=O)CN2CCN(c3ccc(F)cc3)CC2)cc1 | 0.0% | 1 | 786 | 2%
COc1ccc(-n2nc(C(=O)NCC(=O)N3CCCCC3)c3ccccc3c2=O)cc1 | -0.1% | 8 | 835 | 2%
c1ccc(N2CCN(C3CC4CCC3C4)CC2)cc1 (stereo not given) | -0.2% | 5 | 864 | 0%
COCc1ccc(CN2CCC(n3nccc3NC(=O)CCCc3ccccc3)CC2)o1 | 0.1% | 3 | 671 | 12%
Cc1ccc(NC(=O)COC(=O)CCc2ccccc2)c(Cl)c1 | 0.2% | -1 | 847 | 2%
CCOC(=O)C1(Cc2cccc(Cl)c2)CCCN(C(=O)c2cc(C)on2)C1 (stereo not given) | -0.2% | -23 | 659 | 3%
CCc1nn(CCCC(=O)N(C)Cc2ccccc2)c(=O)c2cc3occc3n12 | -0.1% | -3 | 679 | -4%
Cc1cccc(S(=O)(=O)N2CN(CC3CCCO3)c3nc4ccccc4nc32)c1 (stereo not given) | 0.1% | 6 | 781 | 5%
COc1ccc(N2CCN(C(=O)c3cc(C)oc3C)CC2)cc1 | -0.1% | -9 | 654 | -2%
CCOC(=O)c1c(S(=O)(=O)N(C)C2CCCCC2)c(C)n(C)c1C | 2.3% | -1 | 793 | 3%
COc1ccc(Br)cc1C(=O)NC(=S)Nc1c(C)n(C)n(-c2ccccc2)c1=O | 0.1% | 9 | 789 | 3%
Cc1cccc(N(Cc2ccccc2)C(=O)c2ccccc2S(C)(=O)=O)c1 | 0.0% | -12 | 664 | 2%
CC(C)C(=O)Nc1ccc(NC(=O)c2ccc3c(c2)OCO3)cc1 | 0.4% | 26 | 778 | 7%
CC1CCN(Cc2c(C(=O)N/N=C/c3ccc(C(F)(F)F)cc3)nnn2-c2nonc2N)CC1 | -1.8% | -43 | 782 | 8%
O=C1CCN(Cc2ccccc2)CCN1[C@H](COc1ccccc1)c1ccccc1 | 2.1% | 8 | 810 | 1%
CC[C@@H](C)[C@H](NC(=O)Cc1c(C)c2cc3c(C)c(C)oc3c(C)c2oc1=O)C(=O)O | -0.3% | -2 | 745 | 3%
Cc1nc2ccccn2c1-c1csc(Nc2cccc(C(=O)O)c2)n1 | 0.7% | 1 | 861 | 0%
CC(=O)Nc1c2c(nn1-c1ccccc1C)CSC2 | 0.5% | -2 | 758 | 7%
O=C(Nc1ccccc1C(=O)O)c1ccc(CN2C(=O)c3ccccc3C2=O)cc1 | 0.0% | -1 | 859 | -3%
COc1ccc(NC(C)=O)cc1S(=O)(=O)NC1CCSc2ccccc21 (stereo not given) | -0.1% | -46 | 815 | 4%
O=[N+]([O-])c1ccc(Oc2cccc3cccnc23)c(Cl)c1 | 0.0% | -4 | 414 | -1%
Cc1cc(NC(=O)CCC(=O)N(C2CC2)C(C(=O)NC(C)(C)C)c2ccccc2Cl)no1 (stereo not given) | -0.1% | -3 | 564 | 0%
Cc1ccc(NC2CCCN(C(=O)c3ccoc3)C2)cc1C (stereo not given) | 0.5% | 3 | 736 | -2%
O=C(NC1CCCN(Cc2ccc(Cl)cc2)C1)c1ccccc1C(F)(F)F (stereo not given) | -2.0% | -8 | 759 | 11%
CC(=O)c1ccc(NC(=O)CCS(=O)(=O)c2ccc3c(c2)n(C)c(=O)c(=O)n3C)cc1 | 2.9% | -2 | 812 | -2%
CCn1cc(S(=O)(=O)c2ccc(OC)cc2)c(=O)c2cc(OC)ccc21 | 0.0% | -10 | 799 | -2%
Cc1cc(C(=O)O)ccc1N=Cc1c(O)ccc2ccccc12 | 1.6% | -1 | 813 | -1%
Cc1cccc(C)c1NC(=O)CN1C(=O)C(C)Oc2ccccc21 (stereo not given) | -0.1% | -2 | 795 | 4%
Cc1c(CCO)c(=O)[nH]n1S(=O)(=O)c1cccc(C(F)(F)F)c1 | 1.6%[50 µM] | -10 | 790 | 9%
O=C(CC(n1cncn1)C(Cl)(Cl)Cl)c1ccc([N+](=O)[O-])cc1 (stereo not given) | -0.1% | -2 | 420 | 2%
COc1cc(OC)c(C(=O)N2CCN(c3ccccn3)CC2)cc1OC | 0.1% | -7 | 831 | 3%
COc1ccc(N(C(=O)c2cnccn2)C(C(=O)NC2CCCCC2)c2cc(OC)c(OC)c(OC)c2)cc1 (stereo not given) | 1.3% | -1 | 809 | 3%
CC(=O)c1ccc(NC(=O)/C(=C\c2ccco2)NC(=O)c2ccco2)cc1 | 0.2% | 16 | 814 | -8%
CC(C)CC(=O)N1CCN(Cc2cccc(Cl)c2)CC1 | 0.3% | -1 | 807 | -3%
CC1N(C(=O)N(C)C)CCN1S(=O)(=O)c1ccccc1 (stereo not given) | 0.7% | -2 | 803 | 12%
CC(=O)c1ccc(N2CCN(C3CCC(C(C)(C)C)CC3)CC2)cc1 (stereo not given) | 0.6% | 5 | 850 | -2%
COC(=O)c1ccc(COC(=O)C(CCSC)NC(=O)COc2ccccc2)cc1 (stereo not given) | 0.0% | 1 | 852 | 7%
Cc1cc(OCC(=O)NNC(=O)c2cccnc2)cc(C)c1Cl | 1.1%[50 µM] | 4 | 673 | -3%
NC(=O)CN1C(=O)NC(c2ccccc2)(c2ccccc2)C1=O | 0.6% | -1 | 756 | 12%

Later entries
SMILES | K1F lysis inhibition | Hep lipid drop | Hep lipid drop cells 6.5 µM | SIAH1 antagonists
O=S(=O)(c1ccc(Br)cc1)N1CCC2(CC1)OCCO2 | -0.4%[50 µM] | -4 | 835 | 2%
COCCN(C(=O)C1=COCCO1)c1c(N)n(Cc2ccccc2)c(=O)[nH]c1=O | 2.1%[50 µM] | 1 | 731 | 6%
CC(=O)C1=C(C)NC(=O)NC1c1ccc2c(c1)OCO2 (stereo not given) | 0.2% | -5 | 845 | -5%
CCc1ccc2nc(N(CCCN(C)C)C(=O)c3ccc(S(=O)(=O)N4CCCC4)cc3)sc2c1 | 0.4%[50 µM] | -9 | 699 | -1%
CCOC(=O)[C@@H]1[C@H]2COc3cc(OC)ccc3[C@H]2N2C(=O)N(c3ccc(C(F)(F)F)cc3)C(=O)[C@@]12C | 0.2% | -18 | 801 | 7%
Cc1cccc(NC(=O)C[n+]2ccc(N(C)C)cc2)c1 | 0.2% | 12 | 828 | -1%
CCCN(CCC)CCCNC(=O)c1ccc(CS(=O)(=O)c2c(Cl)cccc2Cl)o1 | 0.0% | -34 | 393 | -2%
O=C(CN1C(=O)CCSc2ccc(S(=O)(=O)N3CCCC3)cc21)Nc1ccccc1 | 0.1% | 3 | 689 | -1%
CCc1nnc(NC(=O)COc2ccc3ccccc3c2)s1 | 0.0% | -2 | 816 | 0%
CCc1noc(C)c1C(=O)Nc1cccc2ncccc12 | 0.2% | 4 | 617 | 1%

Record cards (already shown):
CCc1nnc(NC(=O)COc2ccc3ccccc3c2)s1 in the list: K1F lysis inhibition: 0.0%; Hep lipid drop: -2; Hep lipid drop cells 6.5 µM: 816; SIAH1 antagonists: 0%
CCOC(=O)[C@@H]1[C@H]2COc3cc(OC)ccc3[C@H]2N2C(=O)N(c3ccc(C(F)(F)F)cc3)C(=O)[C@@]12C in the list: K1F lysis inhibition: 0.2%; Hep lipid drop: -18; Hep lipid drop cells 6.5 µM: 801; SIAH1 antagonists: 7%
CCCN(CCC)CCCNC(=O)c1ccc(CS(=O)(=O)c2c(Cl)cccc2Cl)o1 in the list: K1F lysis inhibition: 0.0%; Hep lipid drop: -34; Hep lipid drop cells 6.5 µM: 393; SIAH1 antagonists: -2%

Next structures follow:
SMILES | K1F lysis inhibition | Hep lipid drop | Hep lipid drop cells 6.5 µM | SIAH1 antagonists
Cc1cccc(C(=O)c2cn[nH]c2-c2ccccc2O)c1 | 0.0% | -1 | 828 | 0%
Cc1ccccc1NC(=O)c1ccc(NC(=O)C2CCCO2)cc1 (stereo not given) | 0.1% | -12 | 742 | 15%
Cc1cc(NC(=O)c2ccccc2)ccc1NC(=O)Cc1ccccc1 | 0.2% | 2 | 786 | 0%
Cc1cc(=O)n2nc(N3CCCC(C(=O)NCc4cccc(Cl)c4)C3)sc2n1 (stereo not given) | 0.2% | -2 | 723 | 4%
CCCCS(=O)(=O)N1CCCC(C(=O)NCC2CCCO2)C1 (stereo not given) | 0.1% | -11 | 786 | 5%
CN(C(=O)COC(=O)c1nc(Cl)ccc1Cl)C1CCS(=O)(=O)C1 (stereo not given) | 0.2% | -5 | 717 | 7%
CC(C)(C)C(=O)CN1C(=O)NC(c2ccccc2)(c2ccccc2)C1=O | 0.5% | -2 | 803 | 1%
Cc1nn(Cc2ccccc2)c(C)c1NS(=O)(=O)c1ccccc1 | 3.3%[50 µM] | 3 | 848 | 1%
CCOc1ccc2nc(N(CCCN(C)C)C(=O)c3ccc(S(=O)(=O)N4CCc5ccccc5C4)cc3)sc2c1 | 0.0%[50 µM] | -14 | 614 | -4%
CCCCCCCNC(=O)C1(CC2CC(c3ccc(Cl)cc3)=NO2)CCN(C(=O)C2(C)CC2)CC1 (stereo not given) | -0.9% | 6 | 835 | -3%
CCC(=O)OCC(=O)N=c1sccn1Cc1ccccc1Cl | -0.2% | -5 | 640 | 6%
CCC(C(=O)NCCc1ccc(C)cc1)n1nc(C)c2c(C)n(-c3ccccc3)nc2c1=O (stereo not given) | 1.0% | 28 | 774 | -6%
Oc1ccc(CCNc2ncnc3ccc(Cl)cc23)cc1 | 3.0% | -20 | 706 | -3%
CCCNC(=O)COc1coc(CN2CCN(c3cccc(Cl)c3)CC2)cc1=O | 2.4% | 4 | 650 | 0%
COc1cccc(CN2CC(C(=O)N(C)Cc3[nH]c4ccccc4c3C)CCC2=O)c1 (stereo not given) | 0.2% | -11 | 719 | 2%

Source: PubChem BioAssay (several laboratories)

Some of the compounds tested; the hit share may differ from the screen's.
